Source: PubChem BioAssay
SUMO1 PPI mod – SUMO1-SIM interaction modulation. P63165. SUMO1 binding to a labelled peptide, TR-FRET, 1 h. AID 602429. inhibition, % at 20 µM. actives 0.33% (n = 360,000); in the data active = inhibition above about 37%
Rpn11 inh – Rpn11 (human) deubiquitinase inhibition; AID 588493; calls only at 20 µM; actives 0.59% (n = 360,000); human 26S proteasome, Ub4-pepOG fluorescence polarization; 20S core pre-blocked with epoxomicin; O00487;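 active = inhibition at 20 µM, scaled to each plate's controls, above about 33%, limit read from the data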
STEP block – STEP (human) phosphatase inhibition | P54829 | recombinant STEP, OMFP fluorogenic substrate, fluorescence | inhibition, % at 20 µM | actives 0.25% (n = 360,000) | AID 588621;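 active = inhibition at 20 µM, scaled per plate between control wells, above about 37%, limit read from the data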;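 also: 0% = DMSO with enzyme and substrate and 100% = substrate only without enzyme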
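material = STEP tyrosine phosphatase | reagent = fluorogenic phosphatase substrate OMFP at 25 µM final | doses = single compound dose of 20 µM, 1% DMSO final | schedule = 20 min reaction, room temperature, in the dark | measured by = fluorescence, 480/540 nm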
LMPTP inh – blocks human LMPTP phosphatase. P24666. recombinant LMPTP-A, OMFP fluorogenic substrate, fluorescence intensity. inhibition, % at 20 µM. actives 0.22% (n = 360,000). AID 651560;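 active = compounds that cut the enzyme signal by at least half of the control window in the single-dose screen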;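 also: plate controls were DMSO wells with enzyme plus substrate for no effect and substrate without enzyme for full effect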
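Assay system: LMPTP-A enzyme. Input: 0.625 nM LMPTP-A final. Probe or stimulus: 400 µM OMFP. Compound dosing: single 20 µM dose. Schedule: 50 min dark incubation at room temperature. Detection: fluorescence intensity of OMFP turnover product. Read-out: percent inhibition versus substrate-only and uninhibited controls. Benchmarks: no-enzyme low control, uninhibited high control.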
Neddylation inh – cullin neddylation inhibition. TR-FRET cullin neddylation, biochemical. P61081+Q13564. calls only at 25 µM. actives 0.58% (n = 360,000); in the data active = inhibition above about 36%
DNMT1 block – blocks human DNA methyltransferase DNMT1 | actives 0.83% (n = 360,000) | DNMT1 molecular beacon, Hinp1I cleavage, fluorescence | inhibition (reported as % activation of signal), % at 10 µM; in the data active = inhibition above about 50%
NadD block – NadD (S. aureus) enzyme inhibition. purified NadD enzyme, colorimetric absorbance read-out. inhibition, % at 20 µM. actives 0.78% (n = 360,000). AID 602399; in the data active = inhibition above about 26%; also: some compounds past the cut are filed as inactive
CSN deneddyl inh – inhibitors of human CSN-mediated cullin deneddylation | Purified CSN, SCF-Nedd8-OG deneddylation, fluorescence polarization | inhibition, % at 12.5 µM | actives 0.38% (n = 360,000);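 active = pattern-corrected inhibition above about 35%, with an unprinted fluorescence ratio check between 0.5 and 1.5, limit read from the data, passing the limit was not always enough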;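 also: 0% = enzyme with substrate and 100% = substrate without enzyme; some results filed as inactive read as strong as hits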
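test system = HEK293T-derived human Csn5 enzyme | amount = 0.24 nM Csn5 enzyme, final concentration | medium = Tris/NaCl/DTT buffer, pH 7.5 | schedule = 90 min reaction at room temperature | signal = FP | evaluation = inhibition of Csn5 cleavage, % | compound dosing = single dose of 12.5 µM compound with 0.25% DMSO | probe or stimulus = 10 nM SCFSkp2-Nedd8OG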
Scp1 inh – blocks human Scp-1 phosphatase activity; actives 0.88% (n = 340,000); inhibition, % at 20 µM; Recombinant Scp1, phosphopeptide, malachite green phosphate absorbance; Q9GZU7; AID 493091;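 active = inhibition above about 50% at 20 µM, limit read from the data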;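 also: plate controls were DMSO wells with enzyme for no effect and wells lacking enzyme for full effect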
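Test system: SCP-1 catalytic domain; Buffer or medium: Acidic Tris acetate buffer with magnesium and detergent; Also added: Phosphorylated 17-residue peptide substrate; Compound: single 20 µM dose, 1% DMSO; Schedule: enzyme reaction 45 min at room temperature, colour 5 min, stabilisation 30 min; Signal: Phosphate-binding colour reagent, absorbance read at 630 nm.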
Rin1 Abl inh – inhibitors of human Rin1-Abl protein interaction | P00519+Q13671 | actives 0.4% (n = 360,000) | AID 588664 | inhibition, % at 7.35 µM | TR-FRET Rin1/Abl binding, biochemical; in the data active = inhibition above about 5%, passing the limit was not always enough
The depositor's hits bear a star; i = inactive; nt = not tested or not shown; + = active, no number.

STEP block,Scp1 inh,Rpn11 inh,Neddylation inh,LMPTP inh,Rin1 Abl inh,DNMT1 block,SUMO1 PPI mod,NadD block,CSN deneddyl inh,Structure
-2,-8,i,i,-2.0,1,5,2,1,-1,Cc1ccc(OC(C)C(=O)Nc2ccc(S(=O)(=O)Nc3cc(C)on3)cc2)cc1 (stereo not given)
5,-3,i,i,-1.1,3,0,8,-2,-5,Cc1cc(NC(=O)NC(=O)c2ccccc2NC(=O)CN(C)C)ccc1Oc1ncc(Br)cn1
nt,nt,nt,i,-0.7,nt,nt,-1,nt,-3,O=C(C[C@H]1CC[C@@H]2[C@H](COC[C@@H](O)CN2C(=O)C2CC2)O1)NCc1ccccc1Cl
2,-8,i,i,-0.2,0,5,-5,-2,-5,CCCC1=C(C(=O)OCC)C(c2ccc(NC(C)=O)cc2)NC(=O)N1 (stereo not given)
1,-2,i,i,-2.3,-2,2,-2,1,3,CCOC(=O)CNC(=O)CNC(=O)c1ccc(OCC(C)C)cc1
-2,-4,i,i,-2.5,-4,-1,2,-5,-4,NC(=O)c1ccc(NC(=O)CN2CCN(Cc3ccccc3)CC2)cc1
2,-2,i,i,1.2,2,5,-5,0,4,COc1ccc(-c2nnc3sc(C4CCCCC4)nn23)cc1OC
2,-8,i,nt,-3.1,-2,0,-2,2,-11,Cc1cc(=O)oc2cc(OC(=O)c3nn(C(C)C)c(=O)c4ccccc34)ccc12
-2,-4,i,i,0.9,5,-4,1,-2,-1,COCCn1c(SCC(=O)OC(C)C)nnc1-c1ccccc1
-2,nt,i,i,-1.5,1,1,1,-1,1,CC1=C(C(=O)N(C(C)C)C(C)C)CC(CC(=O)NCCCCc2ccccc2)C(=O)N1CCCN1CCCC1=O (stereo not given)
0,-2,i,i,-0.7,0,-1,0,8,-1,O=C(NCCc1nc2ccccc2[nH]1)c1ccc(F)cc1
-5,nt,i,i,-1.4,0,4,7,-1,2,COc1cccc(NC(=O)N(C)C[C@@H]2OCc3cnnn3CCCC(=O)N([C@H](C)CO)C[C@@H]2C)c1
0,-4,i,i,-4.0,0,-1,0,-1,1,CN1CCC(=NNC(=O)C(=O)Nc2ccccc2F)CC1
-2,-2,i,i,1.1,0,1,17,-7,6,Cc1cccc(NC(=O)Cn2nnc(-c3ccc(CN4CCCC4)cc3)n2)c1C
2,-4,i,i,-1.9,3,0,4,5,5,COc1ccc(/C(O)=C2/C(=O)C(=O)N(c3ncccn3)C2c2ccc(OC)cc2)cc1 (stereo not given)
-2,nt,i,i,-0.4,3,-4,4,-5,-3,O=C(O)Cc1cccc2c(=O)cc(-c3ccccc3)oc12
-4,-16,i,i,-0.5,1,-2,8,-2,0,CN1C(=O)C(C)(C)c2cc(S(=O)(=O)N3CCCC(C(=O)NCc4ccc(Cl)cc4)C3)ccc21 (stereo not given)
-2,-1,i,i,1.2,-2,-9,4,8,-1,Cc1nc2sccn2c(=O)c1S(=O)(=O)Nc1ccc(N2CCN(S(C)(=O)=O)CC2)cc1
3,-5,i,i,0.9,3,3,3,-4,-4,CN(C(=O)CSc1nc2ccccc2c(=O)n1-c1ccc(F)cc1F)C1CCS(=O)(=O)C1 (stereo not given)
6,-15,i,i,5.5,4,-6,4,-12,1,CCOc1ccccc1N(CC(=O)Nc1cc(OC)ccc1OC)S(=O)(=O)c1ccccc1
-2,3,i,i,-0.7,-1,-1,2,8,4,COc1ccc(-c2c(C)nn3c(N4CCC(C(=O)N5CCCCC5)CC4)cc(C)nc23)cc1OC
2,-5,i,i,0.3,2,-4,-2,-8,5,Cc1ccccc1CSCCNC(=O)c1ccccc1
-5,-2,i,i,-0.6,-1,0,1,-2,2,COc1cccc(NC(=O)CCCn2c(=O)[nH]c3ccccc3c2=O)c1
1,-12,i,i,1.3,-5,9,10,16,1,Cc1ccc([C@H]2C(C(=O)O)=CC[C@@H](c3ccc(Cl)cc3)N2S(=O)(=O)c2ccc(C)cc2)cc1
1,-7,i,i,-0.3,-2,-13,-2,3,4,COC(=O)c1sc(N)c(C(=O)OC)c1COC(=O)c1c(C)noc1C
-1,-6,i,i,1.9,7,-1,-4,-3,-1,Cc1occc1-c1nnc(SCC(=O)Nc2nc(C(C)(C)C)cs2)o1
2,-2,i,i,-1.3,0,5,7,-9,3,CC(C)COC(=O)n1c(SCC(N)=O)nc2ccccc21
2,3,i,i,-0.6,1,-1,5,3,-5,CCc1nnc(NC(=O)c2cccc(S(=O)(=O)N3CC(c4ccccc4)CC3=O)c2)s1 (stereo not given)
5,-3,i,i,0.1,-1,-21,4,18,1,CN(C)C(CNC(=O)CCOc1ccccc1)c1ccco1 (stereo not given)
0,-12,i,i,-2.6,1,-1,3,5,1,CCOc1ccc(N(C(C)=O)C2C=CS(=O)(=O)C2)cc1 (stereo not given)

At a glance, some entries already given:
STEP block,Scp1 inh,Rpn11 inh,Neddylation inh,LMPTP inh,Rin1 Abl inh,DNMT1 block,SUMO1 PPI mod,NadD block,CSN deneddyl inh,Structure
-2,-8,i,i,-2.0,1,5,2,1,-1,Cc1ccc(OC(C)C(=O)Nc2ccc(S(=O)(=O)Nc3cc(C)on3)cc2)cc1 (stereo not given)
5,-3,i,i,-1.1,3,0,8,-2,-5,Cc1cc(NC(=O)NC(=O)c2ccccc2NC(=O)CN(C)C)ccc1Oc1ncc(Br)cn1
nt,nt,nt,i,-0.7,nt,nt,-1,nt,-3,O=C(C[C@H]1CC[C@@H]2[C@H](COC[C@@H](O)CN2C(=O)C2CC2)O1)NCc1ccccc1Cl

(cont.)
STEP block,Scp1 inh,Rpn11 inh,Neddylation inh,LMPTP inh,Rin1 Abl inh,DNMT1 block,SUMO1 PPI mod,NadD block,CSN deneddyl inh,Structure
-3,-4,i,i,0.1,-3,0,-1,2,3,Cc1cc(C#N)c(SCC(N)=O)nc1-c1ccc(F)cc1
0,-9,+,i,0.9,-4,-14,2,-7,10,O=C(CCN1C(=O)NC2(CCCC2)C1=O)Nc1ccc(-c2nc3ccccc3s2)cc1
0,-9,i,i,-1.1,0,0,-5,-6,0,Cc1ccc(OCCNC(=O)c2ccccc2F)cc1
2,-2,i,i,-1.2,-4,0,5,-4,1,COc1ccc(C2SCC(=O)N2c2ccc(C)cc2)cc1 (stereo not given)
-1,-3,i,i,-0.3,0,31,1,16,-17,Cc1ccc(/C=N/NC(=O)CSc2nnc(-c3ccc(Cl)cc3)n2-c2ccc(Cl)cc2)o1
-3,-11,i,i,1.9,-3,1,-1,-1,-10,CSc1nc(N)nc(SCC(=O)Nc2cccc(F)c2)c1C#N
-2,-7,i,i,1.0,-4,-5,4,-8,-9,Cc1ccc(C)c(NC(=O)CSc2nnc(-c3n[nH]c4ccccc34)o2)c1
-3,-12,i,i,0.4,-2,-2,0,-3,1,OCCC1CN(Cc2ccc(-c3ccco3)cc2)CCN1Cc1ccsc1 (stereo not given)
-3,-8,i,i,11,-1,-2,-4,3,0,CN(C)S(=O)(=O)c1ccc2c(c1)c(=O)c(C(=O)NCCCN1CCCCCC1)cn2C
-1,3,i,i,2.0,2,0,-2,-3,0,O=C(Nc1ccncc1)c1ccc2c(c1)OCCO2
-3,nt,i,i,0.4,0,-7,-2,1,0,CC1(Oc2ccccc2-c2ccno2)CCN(Cc2csc3ccccc23)C1 (stereo not given)
1,0,i,i,-0.1,-4,-8,6,-1,4,O=C(Nc1ccon1)c1csc2c1CCCC2
0,-7,i,i,-0.1,-1,6,0,-6,-3,CC1CN(C2CCCCC2)c2nc3c(c(=O)[nH]c(=O)n3C)n2C1 (stereo not given)
1,-7,i,i,3.9,-5,-14,-8,7,3,Cn1c2ccc(F)cc2c2nnc(NN)nc21
-1,5,i,i,-0.5,0,-1,-3,2,-3,CC(C)(CC(=O)O)CC(=O)N1CCN(c2cc(C(F)(F)F)nc3ccccc23)CC1
85*,95*,i,i,44,4,31,14,-2,30,COc1ccc(/C=C2\SC(=S)N(CCC(=O)Nc3ccc(C(=O)O)cc3)C2=O)cc1OC
-2,-7,i,i,-1.2,-1,1,-1,1,3,CCc1ccccc1NC(=O)c1noc(C(C)C)c1[N+](=O)[O-]
-5,-8,i,i,1.5,4,1,4,0,2,COc1ccccc1OCCSc1nc2ccccc2c(=O)[nH]1
-2,-5,i,i,-0.1,2,2,-5,-2,-1,COc1ccc(N2CC(C(=O)OCC(=O)Nc3cc(C)on3)CC2=O)cc1 (stereo not given)
0,-35,i,i,0.4,5,-3,10,25,6,O=C(c1ccccc1)c1nn(-c2ccc(Cl)cc2)cc1C(=O)c1cc2ccccc2oc1=O
1,-3,i,i,-1.4,4,-2,-1,-8,-12,O=c1[nH]c(CN2CCOCC2)nc2scc(-c3ccccc3)c12
0,-10,i,i,0.8,-7,-1,0,-7,-6,CN(CC(=O)Nc1ccccc1C(F)(F)F)C(=O)c1cc(-c2cccs2)nn1-c1ccccc1
-2,-1,i,i,-0.4,1,-3,3,-3,-6,Cn1c(=O)oc2cc(S(=O)(=O)NCCC(=O)NCCc3ccc(Cl)cc3)ccc21
0,nt,i,i,2.4,1,-41,-66,19,-5,COc1ccccc1NC(=O)Nc1nc(C(N)Cc2ccc(C(F)(F)F)cc2)cs1 (stereo not given)
-1,-15,i,i,-0.4,2,0,0,-3,3,Cc1ccc(CN(Cc2ccco2)C(=S)Nc2ccccc2C)cc1

Random excerpt: 2 records from the list.
STEP block,Scp1 inh,Rpn11 inh,Neddylation inh,LMPTP inh,Rin1 Abl inh,DNMT1 block,SUMO1 PPI mod,NadD block,CSN deneddyl inh,Structure
-3,nt,i,i,0.4,0,-7,-2,1,0,CC1(Oc2ccccc2-c2ccno2)CCN(Cc2csc3ccccc23)C1 (stereo not given)
0,-4,i,i,-4.0,0,-1,0,-1,1,CN1CCC(=NNC(=O)C(=O)Nc2ccccc2F)CC1
